Screening data deposited in PubChem by Sanford-Burnham Center for Chemical Genomics.
HKDC1 inh: HKDC1 (human) hexokinase inhibition. recombinant HKDC1, G6PDH/diaphorase resazurin coupled fluorescence. inhibition, % at 20 µM. 340,000 tested, 0.16% active. AID 493160;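 active = inhibition above about 35% when tested at 20 µM, limit read from the data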;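 note: plate controls were DMSO wells with enzyme for no effect and DMSO wells lacking enzyme for full effect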
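Material – in-house recombinant HK5 (HKDC1) enzyme · Quantity – HKDC1 at 5 µg/mL · Buffer or medium – pH 8.0 Tris buffer with 10 mM MgCl2 · Reagent – glucose with 1 mM ATP · Dosing – single 20 µM dose · Times – reaction time 90 min, room temperature, protected from light · Technique – resorufin fluorescence at 613 nm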
SENP8 block-1: blocks the human protease SENP8 | Q96LD8 | purified SENP8, Z-RLRGG-aminoluciferin cleavage, luminescence | inhibition, % at 10 µM | 330,000 tested, 1.2% active | AID 2540; in the data active = inhibition above about 50%
PfGluPho inh: PfG6PD (Plasmodium falciparum) enzyme inhibition; PfGluPho enzyme, NADPH resazurin-diaphorase fluorescence; inhibition, % at 20 µM; 350,000 tested, 0.78% active; AID 504690;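 active = inhibition reaching at least a set limit at 20 µM in the primary screen, cut at about 59% in these data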;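 note: 0% = DMSO wells with substrate and 100% = DMSO wells lacking glucose-6-phosphate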
SENP1 inh: SENP1 (human) catalytic domain inhibition. Q9P0U3. recombinant SENP1 catalytic domain, CyPet-SUMO1-YPet FRET cleavage. 360,000 tested, 0.21% active. inhibition, % at 10 µM;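 active = inhibition at least 30% at 10 µM, raw YFP signal under a set limit, fluorescence ratio 0.5 to 1.5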;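 note: 0% = enzyme with DMSO and 100% = no enzyme wells; some results filed as inactive read as strong as hits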
Target sequence (Q9P0U3 419-644 limits assumed): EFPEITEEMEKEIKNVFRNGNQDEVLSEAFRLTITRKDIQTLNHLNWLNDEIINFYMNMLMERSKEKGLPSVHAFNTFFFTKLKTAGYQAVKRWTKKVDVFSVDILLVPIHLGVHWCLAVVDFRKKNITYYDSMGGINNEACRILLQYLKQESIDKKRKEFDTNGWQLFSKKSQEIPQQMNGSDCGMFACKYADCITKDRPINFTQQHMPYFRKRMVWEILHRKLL
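Assay system: hSENP1 catalytic domain, recombinant. Amount: SENP1 enzyme, 20 pM final. Schedule: 50 min reaction, RT, dark. Technique: FRET, CFP and YFP emission. Control set: no-enzyme wells low, DMSO-plus-enzyme wells high control.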
UBC13 inh: inhibitors of human UBC13 polyubiquitin chain formation | P61088 | TR-FRET | inhibition, % at 20 µM | 330,000 tested, 0.47% active; in the data active = inhibition above about 45%, passing the limit was not always enough; inconclusive = no clear call, values can overlap the other calls
Target sequence (P61088 whole entry, looked up): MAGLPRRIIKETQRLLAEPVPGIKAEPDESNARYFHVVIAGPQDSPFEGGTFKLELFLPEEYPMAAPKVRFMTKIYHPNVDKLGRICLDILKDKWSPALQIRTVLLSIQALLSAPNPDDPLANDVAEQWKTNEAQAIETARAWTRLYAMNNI
SENP6 block: inhibitors of human SENP6 protease | Recombinant SENP6 catalytic domain, aminoluciferin luminescence | 330,000 tested, 1.8% active | inhibition, % at 10 µM;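 active = inhibition above about 50% at the single tested dose, limit read from the data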;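 note: plate controls were DMSO wells with enzyme for no effect and DMSO wells lacking enzyme for full effect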
Target sequence (Q9GZR1 628-1112 limits assumed): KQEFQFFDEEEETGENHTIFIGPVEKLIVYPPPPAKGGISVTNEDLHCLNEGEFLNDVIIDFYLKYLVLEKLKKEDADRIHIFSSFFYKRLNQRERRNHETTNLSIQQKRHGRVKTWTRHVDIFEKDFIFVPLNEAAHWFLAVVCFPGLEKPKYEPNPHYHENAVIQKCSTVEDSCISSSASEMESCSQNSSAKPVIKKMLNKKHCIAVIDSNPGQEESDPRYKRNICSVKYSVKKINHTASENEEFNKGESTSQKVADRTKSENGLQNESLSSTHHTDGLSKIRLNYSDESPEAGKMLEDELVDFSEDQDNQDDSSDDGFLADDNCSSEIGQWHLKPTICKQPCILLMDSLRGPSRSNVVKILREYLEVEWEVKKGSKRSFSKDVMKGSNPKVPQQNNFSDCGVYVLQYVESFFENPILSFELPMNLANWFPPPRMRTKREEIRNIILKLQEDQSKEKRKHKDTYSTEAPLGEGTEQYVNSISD
MIN6 prolif: MIN6 beta-cell proliferation induction; 330,000 tested, 0.29% active; AID 2380; proliferation, % at 10 µM; MIN6 cells proliferation, ATPlite luminescence, 48 h; cells starved in 0.2% serum; 100% = growth in 10% serum;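 active = compounds whose signal lies at least 3.5 SD above the mean of all wells on their plate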;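 note: 0% = DMSO-treated cells in low-serum medium and 100% = 10% serum control; some compounds called inactive have numbers as strong as hits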
SENP8 block-2: inhibitors of human SENP8 protease | inhibition, % at 20 µM | 360,000 tested, 0.64% active | recombinant SENP8, Nedd8 substrate fluorescence | AID 602440; in the data active = inhibition mostly above about 40%, no sharp cut-off; inactive = mostly below about 27%
SENP7 block: inhibitors of human SENP7 protease; Q9BQF6; recombinant SENP7, Z-RLRGG-aminoluciferin luminescence, 40 min; inhibition, % at 5 µM; 330,000 tested, 1.5% active; AID 434973;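 active = inhibition above about 50% at the single test dose, limit read from the data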;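 note: plate controls were DMSO with enzyme for no effect and no enzyme buffer wells for full effect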
* = called active by the depositor; ? = inconclusive; nt = no result given.

mol	HKDC1 inh	SENP8 block-1	PfGluPho inh	SENP1 inh	UBC13 inh	SENP6 block	MIN6 prolif	SENP8 block-2	SENP7 block
Cc1cccc(C)c1OCC(=O)Nc1cccc(C(=O)O)c1	19	43	-21	3	0	69*	-2	12	53*
CS(=O)(=O)c1ccc(NS(=O)(=O)c2ccc(Cl)c(C(=O)NCc3ccco3)c2)cc1	-3	-11	-3	3	-18	-9	-2	23	-8
COC(=O)Nc1sc2c(c1C(=O)NC1CC1)CCCCCC2	-7	-4	10	-2	3	-12	2	10	1
c1ccc(-n2nnnc2NCCc2c[nH]c3ccccc23)cc1	2	-1	0	-2	-9	-15	-3	12	-3
COC(=O)c1ccc(NC(=O)c2cccc(C)c2)cc1	-3	-7	-3	2	-2	30	-3	15	12
COc1ccc(Cl)cc1C(=O)Nc1ccc(Br)c(C)n1	12	5	-2	-3	8	-15	-1	-5	-9
CN(C(=O)CN1CCCCCC1)c1c(N)n(Cc2ccccc2)c(=O)[nH]c1=O	-1	10	5	-88	8	-7	12*	-43	-4
CCOc1ccc(S(=O)(=O)N2CCOCC2)cc1NC(=O)C1CSC2(C)CCC(=O)N12 (stereo not drawn)	-2	1	-5	-1	0	-6	1	2	0
Fc1ccccc1Cn1nnc(-c2ccc3c(c2)OCO3)n1	5	8	0	1	2	29	-1	17	3
O=C(CSc1nnc(CNC(=O)c2ccccc2F)o1)Nc1cccc(C(F)(F)F)c1	1	-10	13	2	-7	16	0	14	-11
Cc1c(C)c2ccc(OC(C)C(=O)N[C@@H](Cc3c[nH]c4ccccc34)C(=O)O)c(C)c2oc1=O (stereo partly drawn)	-4	5	1	1	-9	4	-2	-99	2
CC(=O)N1CCc2cc(S(=O)(=O)NCCC(=O)Nc3ccc4c(c3)OCCO4)ccc21	-3	9	-19	1	1	13	-3	15	10
CCn1cc(/C=C(\NC(=O)c2ccccc2Cl)C(=O)N2CCOCC2)c2ccccc21	-1	-15	-9	-2	-20	-16	2	-26	-10
CN1CCc2c(c3c(n2C)CCN(C)C3c2ccc(F)cc2)C1c1ccc(F)cc1 (stereo not drawn)	-2	-7	-8	-16	6	7	-5	27	-6
Cc1ccc(C(=O)c2oc3ccccc3c2NC(=O)c2cc(-c3ccccc3O)n[nH]2)cc1	-15	-8	-15	-20	-24	7	1	-347	-3
O=C(NC(=S)Nc1ccccn1)c1cc(-c2ccccc2)nc2ccccc12	8	1	-13	3	-1	2	0	-3	-5
CCOC(=O)Cn1c(=NC(=O)CSC(C)=O)sc2cc(OC)ccc21	-3	-4	4	-9	7	-4	-4	-229	-2
O=S(=O)(Nc1ncn[nH]1)c1ccc2ccccc2c1	-2	1	0	1	3	2	2	20	-2
CCOC(=O)c1c(NC(=O)CN2CCN(c3ccc(Cl)cc3)CC2)sc(C)c1C	-4	-9	4	-1	-3	-15	-3	-18	55*
CCOC(=O)N1CCN(C(=O)c2ccc3c(=O)n(-c4ccccc4F)c(=S)[nH]c3c2)CC1	-2	-16	-16	-1	-6	-5	2	-84	-7
O=C1NC(=O)C(Nc2cccc3ccccc23)S1 (stereo not drawn)	14	5	12	2	2	0	0	-136	5
CC(C)(C)NS(=O)(=O)c1cccc2nsnc12	2	-9	-6	nt	-11	2	-1	nt	-3
Cc1cc(C)c(NC2=NCC(=O)N2C2CCCCC2)c(C)c1	-2	8	-3	1	1	-7	-2	14	3
O=C(CSCc1ccccc1F)NCc1ccc(F)cc1	-5	-5	15	2	-10	-1	-1	3	-12
Nc1nc(NC(=O)CCC(=O)O)nn1-c1ccccc1	1	3	-6	3	-10	-9	-3	38	-1
CN(C(=O)c1ccncc1)c1nnc(-c2ccccn2)s1	-2	-9	4	-1	-2	-3	-1	-141	-9
O=C(OCCc1ccccn1)c1cccc([N+](=O)[O-])c1	12	nt	-4	0	nt	nt	nt	26	nt
CCc1ccccc1NC(=O)CSc1nnc(-c2ccco2)n1N	-9	3	-10	0	0	9	1	10	5
Cc1ccc(S(C)(=O)=O)cc1S(=O)(=O)Nc1ccccc1	-7	2	-4	1	-3	29	0	11	8
CCc1ccc(N2CCN(C(=O)c3ccc(OC)c(OC)c3)CC2)cc1	-3	5	21	1	8	3	-1	1	-2
Cc1ccc(-c2nn(C)c(=O)c3ccccc23)cc1S(=O)(=O)NCCN(C)C	-2	1	-10	1	-9	3	-2	-1	-11
CCCCCC(=O)Nc1cccc(S(=O)(=O)NC2=NCCC2)c1	-1	10	14	0	0	-5	1	6	1
CC(C)C(=O)NC(c1ccco1)c1ccc2cccnc2c1O (stereo not drawn)	-17	10	-42	-4	-21	-8	-6	25	2
O=C(CN1C(=O)c2ccccc2S1(=O)=O)Nc1ccc(S(=O)(=O)N2CCCC2)cc1	13	-3	-1	0	3	-13	0	3	0
CC(=O)Nc1ccc(S(=O)(=O)NCc2cc(=O)n(C)c(=O)n2C)cc1	4	9	3	2	-2	6	3	10	1
CCc1nc2ccccc2c(C(=O)Nc2cccc(C)c2)c1C	-1	-10	-1	0	-11	-19	-1	28	-13
COC(=O)/C=C1/S/C(=N/NC(=O)c2ccccc2OC)NC1=O	7	-6	23	8	1	1	-2	7	3
CCO[C@H]1OC(C(=O)N2CCN(Cc3ccccc3)CC2)=C[C@@H](c2cn(C(C)=O)c3ccccc23)[C@@H]1CCCO	-3	-6	-3	1	16	6	-2	6	1
COc1ccc(N=C(NN)c2ccc3ccccc3n2)cc1	0	-2	43	-3	-6	8	-3	-88	14
COc1ccc(C(=O)NCCCOC(C)C)cc1OC1CCN(C(C)=O)CC1	-8	-11	-9	2	-6	-6	-2	5	-13
Cc1ccc(NC(=O)NC2CCCCC2)cc1S(=O)(=O)N1CCOCC1	-2	0	-7	3	8	-12	1	12	-1
CCN(CC)c1ccc(NC(=O)CN2C(=O)NC3(CCc4ccccc43)C2=O)cc1 (stereo not drawn)	-1	-13	18	-1	-13	-19	6	4	-5
O=C(COC(=O)c1cccnc1Cl)Nc1cc(S(=O)(=O)N2CCOCC2)ccc1Cl	-6	2	-10	1	0	-4	-1	14	3
Cc1ccc(NC(=O)C2=COCCO2)cc1S(=O)(=O)N1CCOCC1	-6	2	6	2	-1	15	1	13	6
FC(F)(F)c1nnc2n1N=C(c1ccccc1)CS2	-5	-8	5	3	6	-9	-5	19	3
Cc1cc(Nc2ccc(F)c(F)c2)nc(-c2ccccc2O)n1	-3	4	0	-1	?	21	-3	-176	3
Cc1nn(-c2ccccc2)c(C)c1NC(=O)c1cccs1	-2	-4	-2	-1	0	-14	0	15	-6
CCOc1ccccc1NC(=O)COc1cccnc1[N+](=O)[O-]	3	9	9	1	51*	8	-1	12	-1
S=C(Nc1ccc(Oc2ccccc2)cc1)NC1CCCCC1	5	-6	-9	2	3	2	0	19	3
CC1=C(C(=O)N2CCOCC2)C(c2ccc(Cl)cc2)NC(=S)N1 (stereo not drawn)	-1	-13	17	3	-8	-1	1	2	-9

In the list so far, two have a CF3 group.
mol	HKDC1 inh	SENP8 block-1	PfGluPho inh	SENP1 inh	UBC13 inh	SENP6 block	MIN6 prolif	SENP8 block-2	SENP7 block
O=C(CSc1nnc(CNC(=O)c2ccccc2F)o1)Nc1cccc(C(F)(F)F)c1	1	-10	13	2	-7	16	0	14	-11
FC(F)(F)c1nnc2n1N=C(c1ccccc1)CS2	-5	-8	5	3	6	-9	-5	19	3

Following part:
mol	HKDC1 inh	SENP8 block-1	PfGluPho inh	SENP1 inh	UBC13 inh	SENP6 block	MIN6 prolif	SENP8 block-2	SENP7 block
CCCCC1=CC2=C(c3ccco3)C(=O)C(C)(OC(=O)c3ccc(OC)cc3)C(=O)C2=CN1c1ccccc1 (stereo not drawn)	11	-2	6	30	-14	10	-3	18	-7
COCCCn1c(C)nnc1SCC(=O)NCc1ccco1	7	0	1	-2	0	4	-1	-3	1
O=C(c1nnsc1S(=O)(=O)c1ccc(Cl)cc1)N1CCOCC1	3	-10	-1	-1	-3	5	-5	1	1
Cc1ccccc1CSCC(=O)Nc1ccccc1-c1ccccc1	1	-2	-4	0	-4	3	-3	4	5

An excerpt from above in order of number of heavy atoms, descending:
mol	HKDC1 inh	SENP8 block-1	PfGluPho inh	SENP1 inh	UBC13 inh	SENP6 block	MIN6 prolif	SENP8 block-2	SENP7 block
CCCCC1=CC2=C(c3ccco3)C(=O)C(C)(OC(=O)c3ccc(OC)cc3)C(=O)C2=CN1c1ccccc1 (stereo not drawn)	11	-2	6	30	-14	10	-3	18	-7
CCN(CC)c1ccc(NC(=O)CN2C(=O)NC3(CCc4ccccc43)C2=O)cc1 (stereo not drawn)	-1	-13	18	-1	-13	-19	6	4	-5
Cc1ccc(NC(=O)NC2CCCCC2)cc1S(=O)(=O)N1CCOCC1	-2	0	-7	3	8	-12	1	12	-1
Cc1ccccc1CSCC(=O)Nc1ccccc1-c1ccccc1	1	-2	-4	0	-4	3	-3	4	5
CCOc1ccccc1NC(=O)COc1cccnc1[N+](=O)[O-]	3	9	9	1	51*	8	-1	12	-1
COCCCn1c(C)nnc1SCC(=O)NCc1ccco1	7	0	1	-2	0	4	-1	-3	1
Cc1nn(-c2ccccc2)c(C)c1NC(=O)c1cccs1	-2	-4	-2	-1	0	-14	0	15	-6
FC(F)(F)c1nnc2n1N=C(c1ccccc1)CS2	-5	-8	5	3	6	-9	-5	19	3
